High-throughput results as filed in PubChem.
OXTR potentiator: human OXTR potentiators, primary screen, fluorescence, CHO-OTR cells, Fluo-8 calcium | Fluo-8 calcium fluorescence, potentiator mode; 0% = oxytocin EC15, 100% = EC100 | activation, % at 3 µM | 320,000 tested, 0.061% active | AID 2445, 2010;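 active means activation above that plate's cutoff, the mean activation of tested compounds plus 3 SD, cut at about 6.6% in these data, passing the limit was not always enough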;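 further: 100% uses oxytocin at 75 nM as the full agonist control; some results filed as inactive read as strong as hits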
Target sequence (P30559 whole entry, looked up): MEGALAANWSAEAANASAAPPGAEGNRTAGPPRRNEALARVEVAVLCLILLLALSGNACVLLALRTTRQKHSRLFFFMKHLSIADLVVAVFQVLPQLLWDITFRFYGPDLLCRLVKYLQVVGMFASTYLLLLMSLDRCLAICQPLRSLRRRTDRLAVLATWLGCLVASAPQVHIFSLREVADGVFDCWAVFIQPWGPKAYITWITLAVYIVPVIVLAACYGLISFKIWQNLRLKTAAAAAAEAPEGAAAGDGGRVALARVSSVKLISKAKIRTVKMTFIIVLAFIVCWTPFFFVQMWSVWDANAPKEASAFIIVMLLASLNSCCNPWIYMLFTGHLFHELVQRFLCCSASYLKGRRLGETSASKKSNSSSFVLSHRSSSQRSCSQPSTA
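System: human OTR in CHO cells / Also added: sub-maximal oxytocin, roughly EC15 / Control set: EC15 oxytocin low, 75 nM oxytocin high / Schedule: 6 min compound pre-incubation at room temperature, 100 s kinetic read / Compound: single-point 3.0 µM / Replication: singlicate / Technique: Fluo-8 calcium dye fluorescence / Read-out basis: % activation of max/min ratio relative to oxytocin controls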
CHO-K1 Ca ag: counter-screen for M1 agonists: effect in parental CHO-K1 cells. activation, % at 3 µM. 360,000 tested, 0.48% active. AID 602248, 2012. Fluo-8 calcium fluorescence; scaled to maximal ATP response, vehicle zero; in the data active means activation above about 15%;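 further: untransfected CHO-K1 host cells lacking M1 receptor as counterscreen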
M1 antag: human M1 muscarinic receptor antagonists, primary screen, CHO-K1 cells, Fluo-8 calcium fluorescence, 1536-well | inhibition, % at 3 µM | CHO-K1 hM1, ACh EC80 antagonist | 360,000 tested, 1.3% active | Muscarinic acetylcholine receptor M1 (Homo sapiens), P11229;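 active means percent inhibition above its own plate's cutoff, namely the mean of that plate's compound wells plus 3 SD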;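 further: peak over basal fluorescence ratio during 140 s after agonist addition; 0% = ACh EC80 plus DMSO and 100% = DMSO alone without agonist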
Target sequence (P11229 whole entry, looked up): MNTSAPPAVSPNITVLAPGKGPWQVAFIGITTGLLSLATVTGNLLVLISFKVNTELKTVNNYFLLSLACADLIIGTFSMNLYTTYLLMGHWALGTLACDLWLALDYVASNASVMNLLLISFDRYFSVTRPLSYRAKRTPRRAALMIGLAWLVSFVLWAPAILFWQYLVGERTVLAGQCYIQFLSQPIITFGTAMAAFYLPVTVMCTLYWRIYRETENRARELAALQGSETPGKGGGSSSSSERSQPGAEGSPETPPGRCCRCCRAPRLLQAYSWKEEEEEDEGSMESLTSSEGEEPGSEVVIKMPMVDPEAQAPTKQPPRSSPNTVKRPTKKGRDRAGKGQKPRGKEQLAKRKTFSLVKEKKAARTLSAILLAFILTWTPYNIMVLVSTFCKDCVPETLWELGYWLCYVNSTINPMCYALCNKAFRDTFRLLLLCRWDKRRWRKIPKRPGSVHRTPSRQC
CHO-K1 Ca PAM: nonselective calcium activators in parental CHO-K1 cells, primary screen, counter-screen for M1 PAM project, cell-based, Fluo-8 calcium fluorescence, full deck, 1536-well; activation, % at 3 µM; ATP EC20; 0% at ATP EC20, 100% at ATP max; 360,000 tested, 0.02% active; AID 602247, 2012;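 active means activation above the run cutoff, the mean activation of all test compounds plus 3 SD, cut at about 40% in these data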;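 further: peak over basal fluorescence ratio in a 140 s read after ATP addition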
M1 ag: human M1 muscarinic receptor agonists, primary screen, Fluo-8 calcium fluorescence, CHO-K1 cells, HTS | activation, % at 3 µM | 360,000 tested, 0.33% active | AID 588814, 2011 | CHO-K1 hM1, agonist mode; 0% DMSO, 100% acetylcholine EC100;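 active means activation above the run's mean compound activation plus 3 SD, cut at about 16% in these data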;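 further: peak over basal fluorescence ratio within a 140 s kinetic read after compound addition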
CHO parental Ca: ATP-evoked calcium signal inhibitors, parental CHO, primary screen, counter-screen for OX1R antagonist project, cell-based, fluorescence, Fluo-8 calcium dye; 330,000 tested, 0.63% active; parental CHO-K1, ATP-induced calcium, Fluo-8 fluorescence; inhibition, % at 5.6 µM;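 active means inhibition above that plate's mean sample inhibition plus 3 SD, cut at about 26% in these data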;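 further: 0% = ATP-challenged DMSO wells and 100% = DMSO wells without ATP; some compounds past the cut are filed as inactive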
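Test system: parental CHO cells; detection: calcium-sensitive Fluo-8 fluorescence; evaluation: percent inhibition of calcium signal; also added: ATP as calcium-mobilizing challenge; repeats: one well per compound; control set: ATP-challenged DMSO wells low, unchallenged DMSO wells high; compound: single nominal dose of 5.6 µM per compound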
CHO-K1 Ca antag: M1 antagonist counterscreen hit in parental CHO-K1 cells | inhibition, % at 3 µM | 360,000 tested, 0.6% active | AID 602250 | ATP-induced calcium, Fluo-8 fluorescence;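 active means inhibition above a per-plate cutoff, the plate's mean sample inhibition plus 3 SD, cut at about 24% in these data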;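 further: 0% = DMSO plus EC80 ATP and 100% = DMSO alone without ATP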
TAAR1 agonist: human TAAR1 agonists, primary screen, Fluo-8 calcium fluorescence, CHO RD-HGA16 cells | AID 624467, 2012 | Trace amine-associated receptor 1 (Homo sapiens), Q96RJ0 | 360,000 tested, 0.99% active | activation, % at 3 µM | vehicle wells 0%, saturating PEA agonist 100%;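 active means activation above the mean activation of all test compounds in the run plus 3 SD, cut at about 38% in these data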
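Test system: RD-HGA16 (CHO) cells co-expressing Gα16 and hTAAR1 / Benchmarks: DMSO vehicle as 0%, PEA at EC100 as 100% / Repeats: no replicates (n 1) / Measure: % activation from peak over basal fluorescence ratio, DMSO-to-PEA scaled / Timing: 17-24 h plating, Fluo-8 75 min 37 °C, 30 min RT / Technique: kinetic Fluo-8 calcium fluorescence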
TAAR1 antagonist: human TAAR1 antagonists, primary screen, Fluo-8 calcium fluorescence, CHO RD-HGA16 cells. antagonist. inhibition, % at 3 µM. 360,000 tested, 1.5% active;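 active means inhibition above a per-plate cutoff, the mean inhibition of test compounds on that plate plus 3 SD, cut at about 49% in these data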;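 further: 0% = DMSO plus EC80 beta-PEA response and 100% = DMSO alone without agonist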
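System: RD-HGA16 CHO cells with stable hTAAR1 and Gα16 | Probe or stimulus: EC80 β-phenethylamine stimulus | Dosing: 3 µM, single point | Times: Dye loading 75 min at 37 °C, then 30 min room temperature | Measured by: Fluo-8 calcium-sensitive fluorescence | Read-out basis: % inhibition of agonist calcium response | Replicates: n of 1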
* marks the source's active call; other numbers are inactive results; · = not tested or not shown. Compounds as they come. Share with any hit: about 4.2%.

Fields – OXTR potentiator, CHO-K1 Ca ag, M1 antag, CHO-K1 Ca PAM, M1 ag, CHO parental Ca, CHO-K1 Ca antag, TAAR1 agonist, TAAR1 antagonist
- COc1cc(CN2CCC(Cc3ccccc3)CC2)c([N+](=O)[O-])cc1OC
→ -9, 0.2, -17, 15, -3, -9, -18, 2, 2
- CCS(=O)(=O)c1ncc(Cl)c(C(=O)Nc2ccc(S(=O)(=O)N3CCC(C)CC3)cc2)n1
→ -9, -1.3, 17, -13, -6, 41*, 11, 3, 34
- CCOc1cc2[nH]c(=S)n(C(C)C)c(=O)c2cc1OCC
→ 0, 3.7, 5, 11, -3, -15, 8, 23, 38
- COC(=O)C(C(=O)Nc1ncccn1)C1CCCCCC1 (stereo not given)
→ -9, 0.2, -9, 18, 8, -11, -7, 1, -17
- O=C(c1cc(C2CCCCN2S(=O)(=O)c2ccccc2)on1)N1CCOCC1 (stereo not given)
→ ·, 0.3, -21, -12, -9, ·, 15, 0, 1
- COCCn1c(SCC(=O)c2ccccc2)nc2c(c1=O)SC(C)C2 (stereo not given)
→ -10, 1.1, 17, 9, -11, -11, -10, 9, -1
- Cc1ccccc1NC(=O)c1ccc(C)c(S(=O)(=O)Nc2ccccn2)c1
→ -6, 0.6, 3, 1, -5, -6, 3, 6, -9
- COC(=O)c1ccc(/C=N\N2CCN(Cc3ccc(C)cc3)CC2)cc1
→ -1, 0.0, -13, 14, -2, -9, 0, 14, -10
- O=C(Nc1ccc(S(=O)(=O)NCC2CCCO2)cc1)c1cccc(F)c1 (stereo not given)
→ -6, 3.5, -9, -5, -1, -7, 5, 2, -12
- CCSc1nnc2c3cc(CC)ccc3n(C)c2n1
→ ·, 0.1, -14, -8, -6, ·, 4, ·, ·
- C[n+]1c(-c2ccccc2)cc2c(=Cc3ccc([N+](=O)[O-])cc3)c3ccccc3n21
→ ·, -0.2, 42*, 11, -8, ·, -12, 1, -3
- Cc1cc(C)n(CC(=O)Nc2ccccc2)n1
→ -15, 0.1, -7, 3, 4, -6, -14, 5, -4
- C[C@@]12CC(=O)NC1N(C(=O)c1cccc(C(F)(F)F)c1)C(c1ccccc1O)C2 (stereo not given in full)
→ -10, 0.2, -11, 13, -5, -12, -6, 3, -14
- CCCc1cc(C(=O)Nc2sc3c(c2C#N)CCC3)no1
→ -4, 4.9, -7, 16, 3, -17, 0, 1, 0
- OC(COc1c(Cl)cc(Cl)cc1Cl)CN1CCCCC1 (stereo not given)
→ 4, 0.9, -11, 15, -11, -6, -24, 8, -27
- COc1ccc(C)cc1NC(=O)CN(C)S(=O)(=O)c1ccc2c(c1)CC(C)N2C(C)=O (stereo not given)
→ 0, 3.3, -7, 12, 0, 14, -12, 0, -2
- Cc1cc(OCC(=O)Nc2ccc(S(=O)(=O)N3CCN(C)CC3)cc2)ccc1Br
→ -16, 18*, 14, -2, 1, 8, 5, 22, 8
- COc1ccccc1C(=O)COC(=O)c1cc(S(=O)(=O)N2CCCCC2)ccc1N1CCOCC1
→ -3, 1.1, -17, 18, -1, 10, -12, 5, -17
- CCOc1ccccc1/C=C/c1cc(C(=O)O)c2ccccc2n1
→ 8, 0.3, -2, -2, -3, -3, -6, 1, -10
- O=C(CCn1c(=O)oc2ccccc21)N1CCN(c2ccccc2F)CC1
→ 5, 0.1, -5, 9, -2, -1, -8, 2, 5
- Cc1cccc(NC(=O)c2sc3nc(-c4ccccc4)cn3c2C)n1
→ -1, 8.6, -2, 1, 4, -17, -23, 12, 46
- COc1ccc([C@H]2CC(=O)C[C@@H](CCn3cc(CCc4ccccc4)nn3)O2)cc1
→ ·, 1.8, ·, -2, ·, ·, -14, 3, -11
- Cc1ccsc1/C=C/c1n[nH]c(=O)c(C#N)c1C
→ -7, -0.4, -2, 7, -2, -1, -4, -4, -9
- CCOC(=O)/C=C1\SCC(=O)N1CC(=O)Nc1ccc(OC)c(OC)c1
→ -7, 0.4, -9, 17, 1, -7, -7, -2, 7
- CCc1ccc(C(=O)NC(C(=O)NCC2CCCO2)C(C)C)cc1 (stereo not given)
→ 2, 0.2, -15, -1, -5, -9, -23, 0, -21
- Cc1noc(C)c1CN1C(=O)NC(Cc2ccccc2)(Cc2ccccc2)C1=O
→ -10, 0.2, -18, 18, 1, -12, -6, 0, 13
- CCC(C)(C)C1CCc2[nH]nc(C(=O)NC(C)C)c2C1 (stereo not given)
→ 1, -0.9, 6, -9, -13, -15, -8, 11, -6
- CCOCCCNC(=O)c1cn(CC)c2ccc(S(=O)(=O)N3CCOCC3)cc2c1=O
→ -1, 1.4, -13, 5, -2, -25, -8, 2, -3
- OCC1(CC2CCCCO2)CCN(Cc2cccc(O)c2)CC1 (stereo not given)
→ 9, -0.1, -4, 7, -3, -5, -7, 5, -35
- CC1CC(=O)N(CC(=O)Nc2cccc(Cl)c2)c2ccccc2S1(=O)=O (stereo not given)
→ -9, 2.0, -1, -10, -3, -14, -3, 4, -9

Quoted from the listing, two compounds:
Fields – OXTR potentiator, CHO-K1 Ca ag, M1 antag, CHO-K1 Ca PAM, M1 ag, CHO parental Ca, CHO-K1 Ca antag, TAAR1 agonist, TAAR1 antagonist
- OCC1(CC2CCCCO2)CCN(Cc2cccc(O)c2)CC1 (stereo not given)
→ 9, -0.1, -4, 7, -3, -5, -7, 5, -35
- CC1CC(=O)N(CC(=O)Nc2cccc(Cl)c2)c2ccccc2S1(=O)=O (stereo not given)
→ -9, 2.0, -1, -10, -3, -14, -3, 4, -9

(next part)
Fields – OXTR potentiator, CHO-K1 Ca ag, M1 antag, CHO-K1 Ca PAM, M1 ag, CHO parental Ca, CHO-K1 Ca antag, TAAR1 agonist, TAAR1 antagonist
- COc1cc(NC(=O)CN2CCN(C(=O)C3CCCO3)CC2)c(OC)cc1Cl (stereo not given)
→ -6, 0.1, 5, -9, -2, 2, -3, 0, -17
- COC(=O)c1c(C)nsc1NC(=O)Oc1ccccc1
→ -3, 1.5, -11, 11, -1, -4, -4, 0, -2
- Cn1cc([N+](=O)[O-])c(C(=O)N2CCCCCC2)n1
→ -5, 0.3, -9, 6, -3, 0, 1, 0, -12
- N#CCCSc1nc(N2CCOCC2)c2c(c1C#N)CCCC2
→ -9, 1.6, -5, 15, -4, -16, 1, 11, 8
- c1ccc(Sc2cnc3ccccc3n2)cc1
→ -21, 0.4, -9, 27, 0, -2, -13, 13, 5
- COc1ccccc1CNC(=O)[C@@H]1CCCN1C(=O)[C@@H]1Cc2ccccc2CN1C(=O)OC(C)(C)C
→ -13, 0.0, -2, 2, -2, -36, -8, -2, -17
- CC(=O)c1ccc(NC(=S)NC(=O)Cc2ccc(Cl)cc2)cc1
→ -4, 3.8, 0, -6, -1, -2, -11, 27, 2
- Cc1cccc(SCc2noc(C(=O)NCC3CCCO3)c2C(=O)O)c1 (stereo not given)
→ -9, 1.6, -8, 18, -1, -6, -19, 14, 13
- O=C(NN=C(Cc1ccccc1)Cc1ccccc1)c1ccccc1O
→ -5, 0.7, -6, 10, -8, -4, -7, 4, 12
- O=C(O)c1ccccc1C(=O)O
→ 0, 0.1, -15, 6, 2, 8, -24, 4, 1
- CC(=O)C(=Cc1ccc(O)cc1)C(C)=O
→ ·, 2.4, -11, 10, -1, ·, -8, 0, 8
- Cc1ccc(NC(=O)COc2ccccc2C#N)cc1S(=O)(=O)N1CCCCCC1
→ -9, 4.4, 27, 1, -2, 12, 4, 8, 52*
- COc1ccc(OCCC(=O)OCC(=O)NC2CCCCCCC2)cc1
→ -16, 1.7, -10, 7, -2, -6, -9, 0, -38

By substructure, the compounds so far with a halogen.
Fields – OXTR potentiator, CHO-K1 Ca ag, M1 antag, CHO-K1 Ca PAM, M1 ag, CHO parental Ca, CHO-K1 Ca antag, TAAR1 agonist, TAAR1 antagonist
- CCS(=O)(=O)c1ncc(Cl)c(C(=O)Nc2ccc(S(=O)(=O)N3CCC(C)CC3)cc2)n1
→ -9, -1.3, 17, -13, -6, 41*, 11, 3, 34
- O=C(Nc1ccc(S(=O)(=O)NCC2CCCO2)cc1)c1cccc(F)c1 (stereo not given)
→ -6, 3.5, -9, -5, -1, -7, 5, 2, -12
- C[C@@]12CC(=O)NC1N(C(=O)c1cccc(C(F)(F)F)c1)C(c1ccccc1O)C2 (stereo not given in full)
→ -10, 0.2, -11, 13, -5, -12, -6, 3, -14
- OC(COc1c(Cl)cc(Cl)cc1Cl)CN1CCCCC1 (stereo not given)
→ 4, 0.9, -11, 15, -11, -6, -24, 8, -27
- Cc1cc(OCC(=O)Nc2ccc(S(=O)(=O)N3CCN(C)CC3)cc2)ccc1Br
→ -16, 18*, 14, -2, 1, 8, 5, 22, 8
- O=C(CCn1c(=O)oc2ccccc21)N1CCN(c2ccccc2F)CC1
→ 5, 0.1, -5, 9, -2, -1, -8, 2, 5
- CC1CC(=O)N(CC(=O)Nc2cccc(Cl)c2)c2ccccc2S1(=O)=O (stereo not given)
→ -9, 2.0, -1, -10, -3, -14, -3, 4, -9
- COc1cc(NC(=O)CN2CCN(C(=O)C3CCCO3)CC2)c(OC)cc1Cl (stereo not given)
→ -6, 0.1, 5, -9, -2, 2, -3, 0, -17
- CC(=O)c1ccc(NC(=S)NC(=O)Cc2ccc(Cl)cc2)cc1
→ -4, 3.8, 0, -6, -1, -2, -11, 27, 2
